HIV fusion peptide – inhibitors of HIV fusion peptide binding, primary screen, biochemical, uHTS, fluorescence dequenching (AID 1986); cell-free peptide binding, fluorescence dequenching, 30 min; higher % means a stronger effect; inhibition, % at 20 µM; hits with a dose series show IC50 in µM; 0.3% of 290,000 active; in the data active = inhibition mostly above about 52%, no sharp cut-off; inactive = mostly below about 76%; also: some results filed as inactive read as strong as hits
HEK293 NOD2/NF-kB – NOD2 signaling inhibitors, cell-based, luminescence, uHTS, HEK293 (AID 1566). HEK293 NOD2/NF-kB luciferase reporter, luminescence; higher % means a stronger effect. one-dose inhibition, % at 4 µM; EC50 in µM for titrated hits. 0.63% of 290,000 active; also: many of its hits are not listed in these tables
NS5 inhibitors – Dengue-2 NS5 methyltransferase inhibitors, primary screen, biochemical, confirmation dose response (AID 588689). Genome polyprotein (Dengue virus type 2 (strain 16681-PDK53)). Dengue-2 NS5 methyltransferase capping enzyme assay, biochemical; higher % means a stronger effect. inhibition, % at 25 µM, or IC50 in µM where a hit was titrated. 0.3% of 340,000 active; in the data active = a potency from the dose series; inconclusive = inhibition above about 29% without an active follow-up result
Yfh1-off respiration – enhancers of respiration in Yfh1-depleted yeast, dose response, Friedreich's ataxia, plus single-dose screen (AID 1465); S. cerevisiae Yfh1-off respiration, WST-1 reduction, 72 h; higher fold induction means a stronger effect; fold induction at 50 µM; hits with a dose series show EC50 in µM; 0.074% of 220,000 active;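 active = fold induction of absorbance versus untreated yeast above a set limit, then at least 30% activation at any dose in follow-up; inconclusive = repeats straddling the limit, or above it without dose testing; inactive = fold induction below the set limit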;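 also: activators that raise dye reduction in frataxin-depleted yeast; strong numbers were not always called active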
West Nile antiviral – West Nile virus antiviral activity, cell-based, CPE readout (AID 1621); West Nile virus-infected cells, CPE inhibition; higher % means a stronger effect; CPE inhibition, % at 10 µM, or IC50 in µM where a hit was titrated; 0.02% of 290,000 active; in the data active = a potency from the dose series; inconclusive = CPE inhibition mostly from about 3.7% at the one dose, without a potency; inactive = the rest, 99 in 100 with CPE inhibition below about 2.2%; also: strong numbers were not always called active
AID2073 – inhibitors of Mint1-CaV2.2 protein interaction, biochemical, HTRF (AID 2073); Voltage-dependent N-type calcium channel subunit alpha-1B (Homo sapiens); HTRF protein-protein interaction, Mint1-CaV2.2; higher % means a stronger effect; inhibition, % at 20 µM, or IC50 in µM where a hit was titrated; 0.19% of 290,000 active; in the data active = inhibition mostly above about 51%, no sharp cut-off; inconclusive = no clear call, values can overlap the other calls; inactive = mostly below about 53%; also: some results filed as inactive read as strong as hits
KOR beta-arrestin-1 – KOR agonists, beta-arrestin recruitment, primary screen, cell-based, luminescence, uHTS (AID 1777). 0.02% of 280,000 active. KOR beta-arrestin recruitment, luminescence; higher % means a stronger effect. activation, % at 10 µM; hits with a dose series show EC50 in µM; in the data active = activation above about 50%, passing the limit was not always enough; also: a part of the inactive calls stands beside numbers as strong as those of hits
NOD1 NF-kB reporter – NOD1 signaling inhibitors, primary screen, cell-based, luminescence, uHTS (AID 1578); NOD1-driven NF-kB luciferase reporter cells, luminescence; higher % means a stronger effect; inhibition, % at 4 µM; hits with a dose series show EC50 in µM; 1% of 290,000 active; in the data active = inhibition mostly above about 36%, no sharp cut-off; inactive = mostly below about 34%;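 also: HEK-293T reporter cells stimulated with the NOD1 agonist gamma-tri-DAP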
KOR beta-arrestin-2 – KOR antagonists, beta-arrestin recruitment, cell-based, luminescence, uHTS (AID 1778). one-dose inhibition, % at 10 µM; IC50 in µM for titrated hits. KOR beta-arrestin recruitment, luminescence, antagonist mode; higher % means a stronger effect. 0.091% of 290,000 active; also: strong numbers were not always called active
NS5 inhibitors pilot replicate – further read-out of NS5 inhibitors, marked with its call; inhibition, %; measured here: pilot screen replicate inhibition
* hit, by the source's call; i = inactive; u = inconclusive; x = not tested or not shown; [ ] = remark or other dose. Rule as the data show it, unless noted: active = inhibition above about 50%; inactive = the rest.

SMILES	HIV fusion peptide	HEK293 NOD2/NF-kB	NS5 inhibitors	Yfh1-off respiration	West Nile antiviral	AID2073	KOR beta-arrestin-1	NOD1 NF-kB reporter	KOR beta-arrestin-2	others
Cc1onc(-c2ccccc2Cl)c1C(=O)Nc1nc2ccc(S(C)(=O)=O)cc2s1	2.0%	16.0%	-7.9%	i	3.1%	15.8%	-0.1%	42.0%	3.8%
CC(C)(C)c1ccc(-c2n[nH]c(=S)n2Cc2ccccc2)cc1	0.4%	5.6%	2.7%	x	-0.6%	-30.2%	-3.9%	-2.1%	1.6%
CC(C(=O)OCC(=O)Nc1cccc(S(=O)(=O)N2CCOCC2)c1)N1C(=O)c2ccccc2C1=O (configuration not stated)	0.7%	3.7%	-8.7%	i	0.3%	-2.6%	-4.3%	-9.4%	2.1%
COc1ccc(N(C(=O)c2cnsn2)C(C(=O)NC2CCCCC2)c2ccncc2)cc1 (configuration not stated)	0.8%	5.4%	2.7%	i	-0.7%	-9.7%	-1.1%	-18.0%	20.9%
CN(C(=O)c1cc(S(=O)(=O)N2CCOCC2)cs1)c1ccccc1	-1.4%	10.4%	5.2%	x	-0.1%	7.9%	-0.4%	-21.6%	6.5%
CCOC(=O)N1CCN(C(=O)CC(C(=O)N2CCc3ccccc32)n2ccnc2)CC1 (configuration not stated)	-1.3%	14.9%	0.0%	i	0.2%	-7.5%	4.0%	15.3%	-46.7%
O=Cc1cn(CCOc2ccccc2)c2ccccc12	-1.1%	1.6%	-5.3%	x	-0.1%	-4.8%	-4.7%	-5.7%	6.1%
Cc1[nH]c2ccccc2c1C(=O)C(=O)N1CCOCC1	-1.8%	8.0%	-7.1%	x	-0.1%	10.2%	-3.8%	-14.5%	21.4%
CS/C(N)=N/N=C/c1ccc2c(c1)OCO2	-0.7%	-36.5%	3.9%	i	-0.2%	5.3%	1.5%	-13.3%	29.6%
CC(=O)c1c(C(C)=O)c(C)n(-c2nc(-c3ccccc3)c(C)s2)c1C	0.3%	12.5%	3.4%	i	-0.8%	2.3%	-1.0%	-7.9%	6.1%
O=C(CNc1ccccc1F)Nc1cccc2ccccc12	0.7%	-9.1%	-1.7%	x	-0.1%	23.2%	-0.7%	-10.1%	-31.9%
CC(C)CNc1oc(-c2ccc(F)cc2)nc1C#N	0.1%	-30.4%	u	i	0.0%	17.4%	-2.0%	-40.0%	35.5%
Nc1ccc(C(=O)Oc2ccc([N+](=O)[O-])cc2)cc1	0.8%	-34.9%	2.6%	i	0.8%	6.8%	-1.1%	-16.4%	14.1%
O=C(NCc1ccccc1F)C1CCC(=O)N(Cc2ccc(Cl)cc2)C1 (configuration not stated)	-0.7%	10.6%	-11.0%	x	-0.4%	-4.3%	-1.0%	-20.9%	17.3%
NS(=O)(=O)c1ccc(NC(=O)c2cc(Cl)ccc2Cl)cc1	1.6%	x	0.7%	i	-0.8%	-0.7%	-4.8%	x	8.3%
Cc1sc2nc(CN3CCCC3)nc(N3CCC(C(N)=O)CC3)c2c1C	0.1%	-7.0%	-20.7%	i	0.6%	4.8%	-1.8%	-2.2%	8.4%
O=S(=O)(c1cccc(C(F)(F)F)c1)N1CCC(CO)(CCCc2ccccc2)CC1	-0.6%	11.4%	1.9%	x	-1.5%	14.4%	-2.6%	-4.0%	-15.5%[20 µM]
Cc1ccc(N=C(N)N=C(N)N)cc1	0.6%	-23.2%	7.0%	i	0.5%	12.1%	0.6%	-11.1%	-0.2%
Cn1c(=O)c(C(=O)NCc2ccccc2Cl)c(O)c2ccccc21	1.5%	-3.0%	-4.6%	x	-0.3%	24.4%	8.8%	-41.9%	-41.3%[20 µM]	NS5 inhibitors pilot replicate=-5.5
CCCCc1ccc(N2C(=O)[C@@H]3C(CC(N)=O)NC4(C(=O)Nc5ccc(F)cc54)[C@@H]3C2=O)cc1 (some centres not stated)	1.4%	12.5%	5.7%	i	0.0%	-0.5%	-5.7%	-3.6%	-35.1%
CCOc1cc(/C=N/NC(=O)C2CC2)ccc1OC(C)C	-0.4%	-10.8%	0.0%	x	-0.6%	-5.8%	-1.4%	-41.4%	-4.5%
CC(C)C(=O)N(Nc1nc2ccccc2s1)C(=O)C(C)C	2.5%	3.8%	3.3%	i	-0.1%	1.4%	-3.1%	-28.7%	-1.2%
Cc1ccc(SCCC(=O)OCC(=O)Nc2ncc(Cl)cc2Cl)cc1	0.4%	7.2%	-2.4%	i	0.3%	5.3%	-4.9%	15.9%	8.1%
CSC1=NCCN1C(=O)c1ccc(S(=O)(=O)N2CCCCC2)cc1	1.3%	-3.3%	-3.1%	i	-0.1%	12.7%	1.3%	-26.5%	-25.7%

In the list so far, two have a thiophene ring, fused or not:
SMILES	HIV fusion peptide	HEK293 NOD2/NF-kB	NS5 inhibitors	Yfh1-off respiration	West Nile antiviral	AID2073	KOR beta-arrestin-1	NOD1 NF-kB reporter	KOR beta-arrestin-2	others
CN(C(=O)c1cc(S(=O)(=O)N2CCOCC2)cs1)c1ccccc1	-1.4%	10.4%	5.2%	x	-0.1%	7.9%	-0.4%	-21.6%	6.5%
Cc1sc2nc(CN3CCCC3)nc(N3CCC(C(N)=O)CC3)c2c1C	0.1%	-7.0%	-20.7%	i	0.6%	4.8%	-1.8%	-2.2%	8.4%

In the list so far, three have two or more sulfur atoms:
SMILES	HIV fusion peptide	HEK293 NOD2/NF-kB	NS5 inhibitors	Yfh1-off respiration	West Nile antiviral	AID2073	KOR beta-arrestin-1	NOD1 NF-kB reporter	KOR beta-arrestin-2	others
Cc1onc(-c2ccccc2Cl)c1C(=O)Nc1nc2ccc(S(C)(=O)=O)cc2s1	2.0%	16.0%	-7.9%	i	3.1%	15.8%	-0.1%	42.0%	3.8%
CN(C(=O)c1cc(S(=O)(=O)N2CCOCC2)cs1)c1ccccc1	-1.4%	10.4%	5.2%	x	-0.1%	7.9%	-0.4%	-21.6%	6.5%
CSC1=NCCN1C(=O)c1ccc(S(=O)(=O)N2CCCCC2)cc1	1.3%	-3.3%	-3.1%	i	-0.1%	12.7%	1.3%	-26.5%	-25.7%

These rows are one share of the data (hit frequency here may not be typical).
